Hck-Nef inh = inhibitors of Nef-activated human Hck kinase, primary screen, biochemical, Z-Lyte FRET, 384-well, Hck-YEEI; Tyrosine-protein kinase HCK (Homo sapiens), P08631; Recombinant Hck-YEEI plus Nef, Z-Lyte FRET kinase assay; inhibition, % at 20 µM; hit rate 0.68% among 220,000; AID 463187, 2010;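 active means Hck-Nef kinase inhibition above about 50%, limit read from the data; inactive means inhibition below that limit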;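 further: 0% = DMSO with Hck plus Nef and 100% = Hck alone without Nef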
Target sequence (P08631 whole entry, looked up): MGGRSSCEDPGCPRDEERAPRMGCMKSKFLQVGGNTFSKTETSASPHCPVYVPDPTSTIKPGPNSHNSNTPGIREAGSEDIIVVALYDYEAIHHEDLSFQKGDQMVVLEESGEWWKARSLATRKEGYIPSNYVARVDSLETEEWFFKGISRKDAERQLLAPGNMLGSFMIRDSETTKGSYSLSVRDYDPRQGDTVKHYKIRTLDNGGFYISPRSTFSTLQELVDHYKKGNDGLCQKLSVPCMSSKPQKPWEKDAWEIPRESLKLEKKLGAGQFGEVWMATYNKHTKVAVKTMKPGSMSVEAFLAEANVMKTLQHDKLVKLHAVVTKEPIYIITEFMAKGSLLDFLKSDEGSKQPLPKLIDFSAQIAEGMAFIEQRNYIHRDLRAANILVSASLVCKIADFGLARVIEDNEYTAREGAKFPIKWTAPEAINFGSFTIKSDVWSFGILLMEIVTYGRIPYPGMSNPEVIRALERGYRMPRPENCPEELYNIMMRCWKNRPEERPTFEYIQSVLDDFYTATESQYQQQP
Runt-CBFb FRET = inhibitors of RUNX1 Runt–CBFb binding, primary screen, biochemical, FRET, Cerulean-Runt, Venus-CBFb, uHTS | inhibition, % at 20 µM | Cerulean-Runt/Venus-CBFb FRET ratio 530/480, 1 h | AID 1496, 2009 | hit rate 0.46% among 220,000 | Runt-related transcription factor 1 (Homo sapiens) + Core-binding factor subunit beta …;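 active means inhibition over about 50% at 20 µM in the single-dose screen, limit read from the data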;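 further: 0% = DMSO wells and 100% = excess unlabeled CBFb competitor control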
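System: Cerulean-labeled Runt domain protein | Quantity: 100 nM of each labeled protein | Schedule: 1 h compound exposure, room temperature | Detection: Fluorescence energy transfer, 422 nm excitation, 530/480 nm emission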
MDM2 E3 inh = MDM2-luciferase reporter signal enhancers, primary screen, MDM2 E3 ligase inhibitor project, cell-based, luminescence, 1536-well | E3 ubiquitin-protein ligase Mdm2 (Homo sapiens), Q00987 | cell-based MDM2 ubiquitination luciferase reporter, 2 h; 0 = plate control, 100 = twice control, blank-subtracted | signal enhancement, % at 5 µM | hit rate 0.11% among 210,000;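 active means signal enhancement of 30% or more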;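 further: luminescence tracks abundance of the self-degrading MDM2-luciferase fusion protein; higher signal means inhibition of MDM2 E3 ligase activity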
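Material: stable MDM2–luciferase fusion reporter cells / Quantity: 2000 cells/well / Dosing: single 5 µM compound dose, 0.2% final DMSO / Buffer or medium: DMEM / Schedule: 4 h cell settling then 2 h compound exposure, 37 °C / Detection: luminescence with SteadyLite reagent, 15 min at room temperature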
RBBP9 inh = human RBBP9 inhibitors, primary screen, biochemical, fluorescence polarization, FP-Rh probe, HTS; hit rate 0.2% among 220,000; inhibition, % at 7.94 µM; Serine hydrolase RBBP9 (Homo sapiens), O75884; recombinant RBBP9;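 active means inhibition above the campaign mean of all tested compounds plus 3 SD, cut at about 14% in these data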;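 further: plate controls were DMSO wells with RBBP9 for no effect and wells lacking RBBP9 protein for full effect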
Target sequence (O75884 whole entry, looked up): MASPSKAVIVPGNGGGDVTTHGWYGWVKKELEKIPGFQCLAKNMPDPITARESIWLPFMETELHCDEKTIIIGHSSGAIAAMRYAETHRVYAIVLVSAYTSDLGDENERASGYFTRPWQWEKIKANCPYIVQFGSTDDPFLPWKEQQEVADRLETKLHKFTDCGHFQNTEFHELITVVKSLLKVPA
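System: RBBP9 protein | Quantity: 2.5 µM RBBP9 dispensing solution, before mixing | Reagent: FP-Rh probe, 375 nM dispensing solution | Timing: Enzyme-compound preincubation 30 min, then probe labeling 45 min, 25 °C | Measured by: Fluorescence polarization | Read-out: % inhibition | Replication: One well per compound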
Runt-SMMHC FRET = inhibitors of RUNX1 Runt–CBFb-SMMHC binding, primary screen, biochemical, FRET, Cerulean-Runt, Venus-CBFb-SMMHC, uHTS; Runt-related transcription factor 1 (Homo sapiens) + Core-binding factor subunit beta …; Cerulean-Runt/Venus-CBFb-SMMHC FRET ratio 530/480, 1 h; inhibition, % at 20 µM; hit rate 0.74% among 220,000;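 active means mean inhibition across duplicate retests at 20 µM reaching about 50%, limit read from the data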;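 further: 0% = DMSO wells and 100% = wells with excess untagged CBFb-SMMHC; inhibitors lower the FRET ratio by blocking Runt binding to CBFb-SMMHC; some results filed as inactive read as strong as hits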
NPY1 pot ag = NPY-Y1 receptor potentiators or agonists, primary screen, cell-based; activation, % at 3.6 µM; hit rate 0.37% among 220,000; AID 1304, 2008; NPY-Y1 expressing cells, potentiator/agonist activation; in the data active means activation above about 33%, passing the limit was not always enough;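 further: cells stimulated with NPY at EC10 then isoproterenol at EC100; 0% = low agonist plus stimulus and 100% = saturating agonist plus stimulus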
NPY-Y1 antag = NPY-Y1 receptor antagonists, primary screen, cell-based | HEK293-CNG Y1 cells, membrane potential fluorescence; NPY at EC95, then isoproterenol | inhibition, % at 3.6 µM | hit rate 1% among 200,000 | AID 1040, 2008;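 active means inhibition above the campaign mean inhibition of all tested compounds plus 3 SD, cut at about 20% in these data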;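 further: 0% = DMSO wells given NPY plus isoproterenol and 100% = isoproterenol alone without NPY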
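material = HEK293 cells with Y1 receptor plus CNG channel | also added = NPY 25 nM then isoproterenol 1 µM plus Ro 20-1724 25 µM | schedule = dye 3 h, compound 60 min room temperature, stimulation 45 min | measured by = membrane potential fluorescence | benchmarks = high control isoproterenol alone, low control NPY with isoproterenol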
NPY-Y2 PAM-ag = NPY-Y2 potentiators or agonists, primary screen, cell-based | Neuropeptide Y receptor type 2 (Homo sapiens), P49146 | cells expressing NPY-Y2, potentiator/agonist read-out | activation, % at 3.6 µM | hit rate 0.45% among 220,000; in the data active means activation above about 27%;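 further: cells stimulated with NPY near EC25 plus isoproterenol at EC100; 0% = vehicle plus submaximal agonist and 100% = vehicle plus saturating agonist; some results beyond the cut were filed as inactive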
p97 ATPase inh = inhibitors of human p97 ATPase, primary screen, biochemical | Transitional endoplasmic reticulum ATPase (Homo sapiens), P55072 | recombinant p97 ATPase, Kinase-Glo ATP luminescence, 3 h | inhibition, % at 8 µM | hit rate 0.42% among 220,000 | AID 1481, 2009; in the data active means inhibition above about 15%;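 further: 0% = DMSO vehicle and 100% = wells lacking enzyme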
Active calls of the source: *; / = not tested or not shown. Rows were taken by chance. Share with any hit: about 3.5%.

SMILES	Hck-Nef inh	Runt-CBFb FRET	MDM2 E3 inh	RBBP9 inh	Runt-SMMHC FRET	NPY1 pot ag	NPY-Y1 antag	NPY-Y2 PAM-ag	p97 ATPase inh
O=C(Nc1ccccc1Cl)c1csc(-c2cccnc2)n1	24.0	-2.1	-6.7	-3.1	0.8	3.8	/	5.3	-0.3
Cc1cc(C)n(C(=O)CNC(=O)Cc2ccccc2)n1	-0.9	-2.3	-9.9	2.8	3.4	0.6	-11.7	11.3	8.0
COc1ccc(CN(C(=O)c2snc(C(N)=O)c2N)C(C(=O)NC(C)(C)C)c2ccco2)cc1 (stereo unspecified)	3.5	-4.9	-10.3	-2.3	1.7	-5.4	2.0	1.8	-3.4
COc1cc2c(cc1OC)-c1cc(Nc3ccc(N(C)C)cc3)nc(=O)n1CC2	-25.0	1.0	-11.2	-0.4	-2.0	4.7	/	-33.5	7.9
COC(=O)c1sccc1NC(=O)Nc1ccccc1F	3.5	-1.3	-10.0	-6.4	0.8	-23.8	1.1	-6.6	5.8
COc1ccc(Cl)cc1NC(=O)C1(c2cccs2)CCOCC1	4.6	0.2	-19.2	-0.7	-2.4	-7.1	5.7	-7.5	-1.9
Cc1ccc(S(=O)(=O)Nc2ccccn2)cc1[N+](=O)[O-]	20.5	1.6	-8.8	-2.9	-3.0	-7.2	1.3	-14.6	0.6
Fc1cccc2ncnc(OCc3ccccc3)c12	17.6	-1.5	-1.3	-2.4	-6.0	13.3	0.9	19.4	8.9
O=C(CCCO)N/N=C/c1ccccc1[N+](=O)[O-]	0.2	1.2	7.0	-0.9	2.1	-0.3	-2.4	7.6	-5.7
CCOC(=O)C(NC(=O)CC)(Nc1sc(C)c(CC)c1C#N)C(F)(F)F (stereo unspecified)	0.6	-3.1	-15.2	-7.7	-2.1	-4.4	11.6	1.9	-4.8
COc1cc2c(cc1NC(=O)COC(=O)C(CCSC)NC(=O)c1ccccc1Cl)oc1ccccc12 (stereo unspecified)	5.0	-4.6	2.8	13.5	-1.1	0.8	7.8	-4.4	8.3
CC(C)c1ccccc1NC(=O)c1cnccn1	0.4	2.6	6.1	-9.6	-4.5	-13.1	0.1	-7.8	-4.4
COCCOC(=O)C1=C(C)NC(=O)NC1c1c(Cl)nc2ccccn2c1=O (stereo unspecified)	3.1	-0.4	-8.2	-4.4	-1.9	12.4	4.9	5.9	9.5
CCN(CC(=O)NC1CCS(=O)(=O)C1)S(=O)(=O)c1ccc(F)cc1 (stereo unspecified)	-1.7	-0.9	-2.1	1.1	1.9	3.4	-5.8	11.2	-4.3
OC(c1ccccc1)c1nccc2ccccc12 (stereo unspecified)	19.1	-0.7	-11.2	-4.7	-0.9	16.6	-5.7	-7.7	3.2
CC(=O)c1ccc(NC(=O)CN2CCN(c3ncccn3)CC2)cc1	0.7	3.4	-17.7	-4.0	5.8	14.6	-1.4	-6.5	1.7
CCOC(=O)C1=C(C)N(CC)C(=S)NC1c1ccccc1OC(F)F (stereo unspecified)	10.0	-3.6	-39.0	-6.7	0.7	-7.2	8.5	0.3	1.8
COc1ccc(CCNC(=O)c2ccc(N3CCCC3=O)cc2)cc1	0.9	2.0	-4.4	3.0	-4.1	-16.2	-0.2	0.8	6.0
Nc1cccn2c(-c3ccc(Cl)c(Cl)c3)cnc12	44.3	7.7	-5.7	-2.4	10.2	8.2	1.9	8.7	2.7
Cc1ccc(C(=O)OCC(=O)Nc2ccccc2N2CCOCC2)cc1	9.2	-2.8	-13.8	-3.1	2.6	-0.3	3.6	7.1	1.2
Cc1ccc(-c2nc3c(c(=O)[nH]c(=O)n3Cc3ccccc3)n2C)o1	43.6	6.3	-3.6	-3.8	0.6	5.9	0.8	-3.2	2.6
CCCCCOc1ccc(CSC2=NCCN2)cc1[N+](=O)[O-]	2.9	-1.9	-5.9	5.8	2.9	-18.3	9.4	2.8	-1.2
CC(C)C12CN3CC(C(C)C)(CN(C1)C31C(=O)Nc3ccccc31)C2=O (stereo unspecified)	0.1	-1.1	-4.8	-4.2	-1.5	3.8	7.6	-20.0	-2.8
Cc1cc(NC(=O)C2CCCN(S(=O)(=O)c3cnc[nH]3)C2)ccc1Br (stereo unspecified)	1.9	0.6	-23.3	-7.2	-1.2	-1.1	6.8	-4.6	7.0

A different layout for part of the listing above:
molecule | Hck-Nef inh | Runt-CBFb FRET | MDM2 E3 inh | RBBP9 inh | Runt-SMMHC FRET | NPY1 pot ag | NPY-Y1 antag | NPY-Y2 PAM-ag | p97 ATPase inh
O=C(CCCO)N/N=C/c1ccccc1[N+](=O)[O-] | 0.2 | 1.2 | 7.0 | -0.9 | 2.1 | -0.3 | -2.4 | 7.6 | -5.7
CCOC(=O)C(NC(=O)CC)(Nc1sc(C)c(CC)c1C#N)C(F)(F)F (stereo unspecified) | 0.6 | -3.1 | -15.2 | -7.7 | -2.1 | -4.4 | 11.6 | 1.9 | -4.8
COc1cc2c(cc1NC(=O)COC(=O)C(CCSC)NC(=O)c1ccccc1Cl)oc1ccccc12 (stereo unspecified) | 5.0 | -4.6 | 2.8 | 13.5 | -1.1 | 0.8 | 7.8 | -4.4 | 8.3
CC(C)c1ccccc1NC(=O)c1cnccn1 | 0.4 | 2.6 | 6.1 | -9.6 | -4.5 | -13.1 | 0.1 | -7.8 | -4.4
COCCOC(=O)C1=C(C)NC(=O)NC1c1c(Cl)nc2ccccn2c1=O (stereo unspecified) | 3.1 | -0.4 | -8.2 | -4.4 | -1.9 | 12.4 | 4.9 | 5.9 | 9.5
CCN(CC(=O)NC1CCS(=O)(=O)C1)S(=O)(=O)c1ccc(F)cc1 (stereo unspecified) | -1.7 | -0.9 | -2.1 | 1.1 | 1.9 | 3.4 | -5.8 | 11.2 | -4.3
OC(c1ccccc1)c1nccc2ccccc12 (stereo unspecified) | 19.1 | -0.7 | -11.2 | -4.7 | -0.9 | 16.6 | -5.7 | -7.7 | 3.2
CC(=O)c1ccc(NC(=O)CN2CCN(c3ncccn3)CC2)cc1 | 0.7 | 3.4 | -17.7 | -4.0 | 5.8 | 14.6 | -1.4 | -6.5 | 1.7
CCOC(=O)C1=C(C)N(CC)C(=S)NC1c1ccccc1OC(F)F (stereo unspecified) | 10.0 | -3.6 | -39.0 | -6.7 | 0.7 | -7.2 | 8.5 | 0.3 | 1.8
COc1ccc(CCNC(=O)c2ccc(N3CCCC3=O)cc2)cc1 | 0.9 | 2.0 | -4.4 | 3.0 | -4.1 | -16.2 | -0.2 | 0.8 | 6.0
Nc1cccn2c(-c3ccc(Cl)c(Cl)c3)cnc12 | 44.3 | 7.7 | -5.7 | -2.4 | 10.2 | 8.2 | 1.9 | 8.7 | 2.7
Cc1ccc(C(=O)OCC(=O)Nc2ccccc2N2CCOCC2)cc1 | 9.2 | -2.8 | -13.8 | -3.1 | 2.6 | -0.3 | 3.6 | 7.1 | 1.2
Cc1ccc(-c2nc3c(c(=O)[nH]c(=O)n3Cc3ccccc3)n2C)o1 | 43.6 | 6.3 | -3.6 | -3.8 | 0.6 | 5.9 | 0.8 | -3.2 | 2.6

Compound activity deposited in PubChem BioAssay by several laboratories.
